# Screening results (PubChem)
# EP2 mod = EP2 receptor modulators, cAMP readout, primary screen, cell-based, HTRF cAMP, PGE2 stimulation. EP2-expressing cells, cAMP HTRF FRET, PGE2 co-stimulation. induction, % at 25 µM. 260,000 tested, 0.83% active;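 active = compounds whose cAMP rise, as percent of the full-agonist control response, exceeds 60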;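 note: rat C6 glioma line stably carrying human EP2 under a CMV promoter; the protocol text gives 20 µM as final concentration; 100% = response of wells given 1 µM PGE2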
# Target sequence (P43116 whole entry, looked up): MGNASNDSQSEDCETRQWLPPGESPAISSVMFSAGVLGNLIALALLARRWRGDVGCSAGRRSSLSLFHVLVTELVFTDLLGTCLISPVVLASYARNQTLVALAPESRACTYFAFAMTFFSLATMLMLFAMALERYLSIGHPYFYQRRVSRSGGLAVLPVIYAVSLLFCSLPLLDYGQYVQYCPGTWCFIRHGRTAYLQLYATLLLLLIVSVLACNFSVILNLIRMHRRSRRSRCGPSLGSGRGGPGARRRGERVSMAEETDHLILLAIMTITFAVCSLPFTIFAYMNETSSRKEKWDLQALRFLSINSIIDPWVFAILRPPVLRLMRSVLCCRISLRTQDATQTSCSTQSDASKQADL
# S1P4 ag = S1P4 receptor agonists, primary screen, cell-based. Sphingosine 1-phosphate receptor 4 (Homo sapiens), O95977. 220,000 tested, 0.35% active. S1P4-expressing cell line, agonist reporter assay. activation, % at 4.98 µM; in the data active = activation above about 11%;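 note: 0% = DMSO vehicle and 100% = reference agonist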
# NPY-Y1 antag = NPY-Y1 receptor antagonists, primary screen, cell-based; Neuropeptide Y receptor type 1 (Homo sapiens), P25929; inhibition, % at 3.6 µM; 200,000 tested, 1% active; AID 1040, 2008; HEK293-CNG Y1 cells, membrane potential fluorescence; NPY at EC95, then isoproterenol;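 active = inhibition above the campaign mean inhibition of all tested compounds plus 3 SD, cut at about 20% in these data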;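 note: 0% = DMSO wells given NPY plus isoproterenol and 100% = isoproterenol alone without NPY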
#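 Assay system: HEK293 cells with Y1 receptor plus CNG channel | Probe or stimulus: NPY (25 nM), isoproterenol (1 µM), Ro 20-1724 (25 µM) | Timing: Compound incubation 1 h at room temperature, readout 45 min post-stimulation | Measured by: Membrane-potential fluorescent dye readout | Benchmarks: High control isoproterenol alone, low control NPY with isoproterenol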
# S1P4 antagonist = S1P4 receptor antagonists, primary screen, cell-based; Sphingosine 1-phosphate receptor 4 (Homo sapiens), O95977; S1P4-expressing cells, antagonist mode, reporter read-out; inhibition, % at 4.98 µM; 220,000 tested, 0.26% active; AID 1510, 2009; in the data active = inhibition above about 29%;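 note: 0% = wells stimulated with agonist and 100% = vehicle wells without agonist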
# eIF4E-4G inh = eIF4E–eIF4G protein interaction inhibitors, primary screen, biochemical, uHTS, TR-FRET, eIF4GI fragment; TR-FRET eIF4E-eIF4GI(517-606) binding, 2 h; 220,000 tested, 0.37% active; inhibition, % at 21.7 µM;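 active = inhibition above about 30%, limit read from the data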;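 note: 0% = full FRET control wells and 100% = background wells lacking eIF4GI fragment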
# p97 inhibitor = inhibitors of human p97 ATPase, primary screen, biochemical; Transitional endoplasmic reticulum ATPase (Homo sapiens), P55072; recombinant p97 ATPase, Kinase-Glo ATP luminescence, 3 h; inhibition, % at 8 µM; 220,000 tested, 0.42% active; AID 1481, 2009; in the data active = inhibition above about 15%;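 note: 0% = DMSO vehicle and 100% = wells lacking enzyme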
# NPY-Y2 PAM-ag = NPY-Y2 potentiators or agonists, primary screen, cell-based | Neuropeptide Y receptor type 2 (Homo sapiens), P49146 | cells expressing NPY-Y2, potentiator/agonist read-out | activation, % at 3.6 µM | 220,000 tested, 0.45% active | AID 1359, 2008; in the data active = activation above about 27%;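 note: cells stimulated with NPY near EC25 plus isoproterenol at EC100; 0% = vehicle plus submaximal agonist and 100% = vehicle plus saturating agonist; some results beyond the cut were filed as inactive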
# Target sequence (P49146 whole entry, looked up): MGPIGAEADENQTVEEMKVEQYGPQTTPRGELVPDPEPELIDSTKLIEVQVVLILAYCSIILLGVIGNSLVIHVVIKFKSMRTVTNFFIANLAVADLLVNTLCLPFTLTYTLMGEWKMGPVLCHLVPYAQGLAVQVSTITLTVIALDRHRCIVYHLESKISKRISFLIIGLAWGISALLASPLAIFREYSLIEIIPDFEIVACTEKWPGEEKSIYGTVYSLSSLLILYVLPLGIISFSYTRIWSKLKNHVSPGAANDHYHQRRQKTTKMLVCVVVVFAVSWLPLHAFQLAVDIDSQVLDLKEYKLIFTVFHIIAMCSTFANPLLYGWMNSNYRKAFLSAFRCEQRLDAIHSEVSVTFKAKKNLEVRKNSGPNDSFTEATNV
# NPY-Y1 PAM-ag = NPY-Y1 receptor potentiators or agonists, primary screen, cell-based. Neuropeptide Y receptor type 1 (Homo sapiens), P25929. NPY-Y1 expressing cells, potentiator/agonist activation. activation, % at 3.6 µM. 220,000 tested, 0.37% active; in the data active = activation above about 33%, passing the limit was not always enough;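 note: cells stimulated with NPY at EC10 then isoproterenol at EC100; 0% = low agonist plus stimulus and 100% = saturating agonist plus stimulus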
# PGE2 EP2 inh = human EP2 receptor antagonists, primary screen, TR-FRET cAMP, C6 glioma cells. Prostaglandin E2 receptor EP2 subtype (Homo sapiens), P43116. inhibition, % at 25 µM. C6 glioma cells expressing human EP2; cells stimulated with saturating PGE2. AID 1422, 2008. 260,000 tested, 0.52% active;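 active = percent inhibition above 40 after rounding to a whole number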;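 note: rat C6 glioma host cells with rolipram phosphodiesterase inhibitor present; the protocol text gives 20 µM as final concentration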
# Active calls of the source: *; . = no result given; & = joins results of further samples; [ ] = another dose, or the depositor's remark. Some of the compounds tested; rates above refer to the full screens.
# Every second line gives: p97 inhibitor, S1P4 antagonist, eIF4E-4G inh, S1P4 ag, NPY-Y1 PAM-ag, PGE2 EP2 inh, NPY-Y2 PAM-ag, NPY-Y1 antag, EP2 mod
> COc1ccc(NC2SC(=O)N(C)C2=O)cc1 (stereo not given)
→ 1, -13, 1, 2.0, 3, 8&8, 4, 3, -16&4
> O=C(N/N=C/c1ccc([N+](=O)[O-])o1)c1ccncc1
→ 0, -1, 3, 0.9, -1, 10, 8, ., -12
> CCn1c(SCC(=O)N(Cc2ccccc2)C2CCS(=O)(=O)C2)nc2ccccc2c1=O (stereo not given)
→ -3, 5, 12[fluorescence artefact?], 1.3, -20, 9, -9, 10, -3
> COc1ccc(CN(C(=O)c2cc3ccccc3oc2=O)C2CCCC2)cc1
→ -5, -20, -7, 2.3, 4, 8, -10, 0, -3
> COC(=O)C(C(=O)OC)C(C[N+](=O)[O-])c1ccc(O)c(OC)c1 (stereo not given)
→ -5, -22, -2, 1.3, -6, 7, 9, -6, 28
> Cc1nn(-c2ccccc2)c(N)c1N=Nc1ccccc1
→ -2, -6, 1, -0.8, -17, 13, 6, 6, -12
> Cc1cc(=S)[nH]c2ccccc12
→ 3, 7, -2, 1.6, 8, ., -10, -3, 11
> O=C(N/N=C/c1ccc(Br)s1)c1ccccc1[N+](=O)[O-]
→ 3, -19, 1, 0.2, 29, 6, 11, -5, -13
> CC(C)Cn1c(N)c(C(=O)COC(=O)c2cc(C3CC3)nc3ccccc23)c(=O)n(C)c1=O
→ 5, 2, 2, 0.1, -43, 7, -12, 8, 6
> Cc1ccc(Sc2cnc3ccccc3n2)cc1
→ 3, -14, -22[fluorescence artefact?], 1.2, -5, 18, 9, 0, 29
> CC(C)CC(C(=O)O)N1C(=O)[C@@H]2[C@H](C1=O)[C@@H]1C[C@H]2C(Br)C1Br (stereo not given in full)
→ 1, 0, 17[fluorescence artefact?], 0.1, 8, 7, 1, 6, 7
> Cc1onc(-c2ccccc2)c1C(=O)Nc1nnc(N2CCCCCC2)s1
→ -6, 0, 4, -0.6, -5, 13, 14, 2, 0
> O=C(c1cc(COc2ccc(F)cc2Cl)on1)N1CCC(c2ccncc2)CC1
→ -2, -18, 5, 0.0, 9, 15, -1, -5, -58
> O=C(C[n+]1cccc(/C=N/O)c1)N(Cc1ccccc1)Cc1ccccc1
→ 6, 6, -8, 0.3, 11, 8, -14, ., 18
> O=C(NC(=S)Nc1ccc(CN2CCOCC2)cc1)c1ccc(-c2ccc(Cl)cc2)o1
→ 2, -20, -4, 1.2, -5, 18, -15, ., -20
> CCOc1ccc(NC(=O)CN2CCN(CC(=O)Nc3ccc4c(c3)OCCO4)CC2)cc1
→ 8, -6, -13, -4.3, 17, 13, 8, 3, -1
> [O-]/C(=C(\C(=S)Nc1ccc(SC(F)F)cc1)[n+]1ccccc1)c1ccc(Cl)cc1Cl
→ 6, -14, -4, 1.8, 37*, 7, 21, -7, -21
> Cc1cc(=O)[nH]c(N/N=C/C(C)c2ccccc2)n1 (stereo not given)
→ -1, 1, 1, -0.1, -8, 8, -23, ., -26
> O=S(=O)(N/N=C\c1ccc(-c2ccccc2Cl)o1)c1ccccc1
→ 1, -19, 1, -0.3, -40, 11, -18, 7, -21
> O=C(O)c1ccc(Cl)c(S(=O)(=O)NCc2ccco2)c1
→ 2, -1, 6, 0.5, -5, 5, 8, 2, 14

# Compound profiles, as listed above:
# Shown for `O=C(C[n+]1cccc(/C=N/O)c1)N(Cc1ccccc1)Cc1ccccc1` = p97 inhibitor = 6; S1P4 antagonist = 6; eIF4E-4G inh = -8; S1P4 ag = 0.3; NPY-Y1 PAM-ag = 11; PGE2 EP2 inh = 8; NPY-Y2 PAM-ag = -14; NPY-Y1 antag = .; EP2 mod = 18
# Shown for `Cc1onc(-c2ccccc2)c1C(=O)Nc1nnc(N2CCCCCC2)s1` = p97 inhibitor = -6; S1P4 antagonist = 0; eIF4E-4G inh = 4; S1P4 ag = -0.6; NPY-Y1 PAM-ag = -5; PGE2 EP2 inh = 13; NPY-Y2 PAM-ag = 14; NPY-Y1 antag = 2; EP2 mod = 0
# Shown for `O=S(=O)(N/N=C\c1ccc(-c2ccccc2Cl)o1)c1ccccc1` = p97 inhibitor = 1; S1P4 antagonist = -19; eIF4E-4G inh = 1; S1P4 ag = -0.3; NPY-Y1 PAM-ag = -40; PGE2 EP2 inh = 11; NPY-Y2 PAM-ag = -18; NPY-Y1 antag = 7; EP2 mod = -21

# Carrying on.
# Every second line gives: p97 inhibitor, S1P4 antagonist, eIF4E-4G inh, S1P4 ag, NPY-Y1 PAM-ag, PGE2 EP2 inh, NPY-Y2 PAM-ag, NPY-Y1 antag, EP2 mod
> CCOc1ccc2oc(C(=O)NC(C)(C)CC)c(C)c2c1
→ 2, -3, 2, 1.1, -1, 8, 10, -2, -68
> COc1cc2c(cc1OC)CN(CCC(=O)c1ccc(Br)cc1)CC2
→ 0, -9, 4, 1.3, -15, 4, -10, 12, -42
> CC1=C(C)CC2(SC1)C(=O)N(c1ccccc1)N=C2N (stereo not given)
→ 2, -5, 1, 2.7, -14, 6, -4, -3, -9
> O=C(COC(=O)C1CCN(S(=O)(=O)c2cccs2)CC1)Nc1ccccc1
→ 0, 1, 1, 1.6, 5, 7, 0, 2, -6
> COc1ccc(CNC(=O)C(=O)NC2CCC(C)CC2)cc1 (stereo not given)
→ 4, -11, 0, 2.2, 8, 4, -19, 5, 7
> CCOC(=O)NC(=O)c1cn(CCN(C)C)c(=O)[nH]c1=O
→ -6, -10, 6, 0.2, 2, 4, -2, -2, 39
> CC1(C)CC(=O)c2ccc(OCc3ccc([N+](=O)[O-])cc3)cc2O1
→ 3, -3, 34*, -0.9, -14, 10, -25, ., -6
> O=C(O)COCCN1CCN(C(c2ccccc2)c2ccc(Cl)cc2)CC1 (stereo not given)
→ -2, -7, -9, -0.5, -7, 8&11, 3, 2, 13&-19

# NPY-Y1 PAM-ag, entries above that show a hit
SMILES	p97 inhibitor	S1P4 antagonist	eIF4E-4G inh	S1P4 ag	NPY-Y1 PAM-ag	NPY-Y2 PAM-ag	NPY-Y1 antag	EP2 mod
[O-]/C(=C(\C(=S)Nc1ccc(SC(F)F)cc1)[n+]1ccccc1)c1ccc(Cl)cc1Cl	6	-14	-4	1.8	37*	21	-7	-21

# No new results follow: entries from further up.
# Every second line gives: p97 inhibitor, S1P4 antagonist, eIF4E-4G inh, S1P4 ag, NPY-Y1 PAM-ag, PGE2 EP2 inh, NPY-Y2 PAM-ag, NPY-Y1 antag, EP2 mod
> CC1(C)CC(=O)c2ccc(OCc3ccc([N+](=O)[O-])cc3)cc2O1
→ 3, -3, 34*, -0.9, -14, 10, -25, ., -6
> O=C(O)COCCN1CCN(C(c2ccccc2)c2ccc(Cl)cc2)CC1 (stereo not given)
→ -2, -7, -9, -0.5, -7, 8&11, 3, 2, 13&-19
